Assay outcomes (PubChem)
PL synth Enamine: blocks phospholipid synthesis in CHO cells, Enamine compounds; calls only at 10 µM; ZR-82 CHO cells, pyrene fatty acid UV survival, CellTiter Blue; peroxisome-deficient CHO-K1 mutant line; plus DGAT-1, DGAT-2 and ACAT inhibitors; hit rate 0.4% among 20,000;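 active = cell survival signal 2 SD away from solvent-only control wells, confirmed on one or two retests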;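 also: 3 h compound exposure then viability read about one day after UV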
Calls only; i = inactive. Not all compounds are listed (hit frequency here may not be typical).

SMILES	PL synth Enamine
Fc1ccc(C(c2ccc(F)cc2)N2CCNCC2)cc1	i
NC(=O)NC(CCC(=O)O)C(=O)O (stereo unspecified)	i
c1ccc2c(CC3=NCCN3)cccc2c1	i

Fetched one by one from the entries so far, 2 records:
SMILES	PL synth Enamine
NC(=O)NC(CCC(=O)O)C(=O)O (stereo unspecified)	i
c1ccc2c(CC3=NCCN3)cccc2c1	i
